Bioassay records deposited in PubChem by several laboratories.
Hck-Nef inh = inhibitors of human Hck kinase activated by Nef; P08631; Recombinant Hck-YEEI plus Nef, Z-Lyte FRET kinase assay; inhibition, % at 20 µM; hit rate 0.68% among 220,000; AID 463187;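 active = Hck-Nef kinase inhibition above about 50%, limit read from the data; inactive = inhibition below that limit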;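 also: 0% = DMSO with Hck plus Nef and 100% = Hck alone without Nef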
Target sequence (P08631 whole entry, looked up): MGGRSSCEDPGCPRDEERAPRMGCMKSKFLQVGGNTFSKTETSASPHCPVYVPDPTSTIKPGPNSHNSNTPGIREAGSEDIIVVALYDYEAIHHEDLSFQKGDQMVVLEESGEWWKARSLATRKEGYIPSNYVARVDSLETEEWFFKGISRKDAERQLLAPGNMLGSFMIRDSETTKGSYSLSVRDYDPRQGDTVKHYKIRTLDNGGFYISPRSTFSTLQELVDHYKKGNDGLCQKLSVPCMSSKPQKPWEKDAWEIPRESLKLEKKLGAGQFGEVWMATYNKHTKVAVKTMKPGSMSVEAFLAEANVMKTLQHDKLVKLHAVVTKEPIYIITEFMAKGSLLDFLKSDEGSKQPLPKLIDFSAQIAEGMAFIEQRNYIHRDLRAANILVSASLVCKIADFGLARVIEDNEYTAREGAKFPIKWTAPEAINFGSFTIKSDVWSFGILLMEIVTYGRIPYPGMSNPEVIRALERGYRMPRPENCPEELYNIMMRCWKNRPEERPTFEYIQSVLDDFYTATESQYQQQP
Wee1 stabilizer = inhibitors of human Wee1 degradation | P30291 | hit rate 1.2% among 220,000 | AID 1321 | reporter increase, % at 5 µM | HeLa Luc-Wee1K328M stability, luciferase luminescence; 100% = proteasome inhibitor MG132 effect;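 active = activation above the mean of all tested compounds plus 3 SD, set per screening run, cut at about 8.8% in these data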;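 also: cells exposed to compound for 20 h before luminescence read; 0% = DMSO alone and 100% = MG132 at 30 µM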
thrombin 1536 = inhibitors of human thrombin | alpha-thrombin, Boc-VPR-AMC fluorogenic substrate cleavage | AID 1046 | inhibition, % at 5 µM | hit rate 0.26% among 220,000 | P00734;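 active = inhibition at or above 40%; inactive = inhibition below 40%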;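 also: 0% = enzyme with no compound and 100% = wells without enzyme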
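Material: human alpha-thrombin protein; Also added: Boc-VPR-AMC substrate, 15 µM final; Timing: enzyme reaction carried out at room temperature; Signal: fluorescence, ex 355 nm, em 460 nm; Measure: % inhibition of thrombin; Controls: enzyme without compound as high, wells lacking enzyme as low.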
Runt-SMMHC FRET = blocks binding of human RUNX1 Runt domain to CBFb-SMMHC; Q01196+Q13951; Cerulean-Runt/Venus-CBFb-SMMHC FRET ratio 530/480, 1 h; inhibition, % at 20 µM; hit rate 0.74% among 220,000; AID 1434;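 active = mean inhibition across duplicate retests at 20 µM reaching about 50%, limit read from the data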;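 also: 0% = DMSO wells and 100% = wells with excess untagged CBFb-SMMHC; inhibitors lower the FRET ratio by blocking Runt binding to CBFb-SMMHC; some results filed as inactive read as strong as hits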
Runt-CBFb FRET = inhibitors of human RUNX1 Runt domain binding to CBFb; hit rate 0.46% among 220,000; AID 1496; inhibition, % at 20 µM; Q01196+Q13951; Cerulean-Runt/Venus-CBFb FRET ratio 530/480, 1 h;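 active = inhibition over about 50% at 20 µM in the single-dose screen, limit read from the data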;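 also: 0% = DMSO wells and 100% = excess unlabeled CBFb competitor control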
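System: Cerulean-labeled Runt domain protein | Quantity: 100 nM of each labeled protein | Schedule: 1 h compound exposure, room temperature | Detection: Fluorescence energy transfer, 422 nm excitation, 530/480 nm emission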
14-3-3 Bad inh = disrupts binding of bovine 14-3-3 zeta to phospho-Bad peptide; P63103; AID 781; TR-FRET 14-3-3zeta/Dy647-pBad peptide displacement, 1 h; inhibition, % at 21.7 µM; hit rate 0.71% among 220,000;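 active = inhibition above about 70%, limit read from the data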;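 also: 0% = full 14-3-3 plus peptide FRET controls and 100% = background without 14-3-3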
Target sequence (P63103 whole entry, looked up): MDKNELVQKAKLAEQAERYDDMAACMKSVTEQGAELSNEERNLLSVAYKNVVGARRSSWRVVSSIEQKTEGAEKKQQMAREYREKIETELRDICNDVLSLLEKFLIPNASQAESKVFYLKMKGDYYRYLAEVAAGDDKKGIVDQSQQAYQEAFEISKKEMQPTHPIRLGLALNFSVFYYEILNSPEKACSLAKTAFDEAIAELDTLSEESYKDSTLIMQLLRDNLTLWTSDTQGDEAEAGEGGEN
KLK5 inh = blocks human kallikrein 5 protease activity; Q9Y337; recombinant hK5, fluorogenic AMC substrate cleavage; inhibition, % at 5 µM; hit rate 0.59% among 210,000; AID 873;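 active = inhibition of 40% or more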;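 also: 0% = enzyme controls without compound and 100% = no-enzyme blanks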
Target sequence (Q9Y337 67-293 limits assumed): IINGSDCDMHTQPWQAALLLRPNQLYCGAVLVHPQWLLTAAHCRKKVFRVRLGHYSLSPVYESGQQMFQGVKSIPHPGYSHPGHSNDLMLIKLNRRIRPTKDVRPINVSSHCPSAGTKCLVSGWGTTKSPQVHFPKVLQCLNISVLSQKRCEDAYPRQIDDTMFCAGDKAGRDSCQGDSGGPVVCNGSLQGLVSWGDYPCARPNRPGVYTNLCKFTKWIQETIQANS
FXIa inh = factor XIa (human) inhibition; P03951; purified FXIa, Boc-Glu-Ala-Arg-AMC fluorogenic substrate; inhibition, % at 5 µM; hit rate 0.14% among 220,000; AID 798;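 active = inhibition of at least 40%; inactive = inhibition below 40%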;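 also: fluorescence of freed AMC excited at 355 nm; 0% = enzyme without compound and 100% = no enzyme blank; many of its hits are not listed in these tables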
FXIIa inh = inhibitors of human coagulation factor XIIa; purified FXIIa, Boc-QGR-AMC fluorogenic substrate, 2 h; P00748; inhibition, % at 5 µM; hit rate 0.3% among 220,000; in the data active = inhibition above about 40%;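 also: 0% = enzyme with no compound and 100% = blank without enzyme; many of its hits are not listed in these tables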
An asterisk follows results filed as active; · = not tested or not shown; [ ] = remark or other dose.

SMILES	Hck-Nef inh	Wee1 stabilizer	thrombin 1536	Runt-SMMHC FRET	Runt-CBFb FRET	14-3-3 Bad inh	KLK5 inh	FXIa inh	FXIIa inh
COc1ccc(/C=C2\SC(=S)N(CCCC(=O)Nc3ccccn3)C2=O)cc1OC	-2.5	4.6	0.5	-161.9	-41.5	13.1[fluorescence artefact?]	-8.6	-2.4	4.8
CCOc1cc(N2CCOCC2)c(OCC)cc1NC(=O)Cn1[nH]c(=O)c2ccccc2c1=O	1.2	-1.9	3.1	-0.9	·	1.8	-10.4	2.0	8.6
COc1cccc(C(=O)NC2CCN(CC(=O)Nc3c(C)cc(C)cc3C)CC2)c1	22.1	-5.7	-2.5	2.8	-1.4	-0.2	-1.4	-3.0	8.9
CCC1(C)SC(NC(C)=O)=NN1C(C)=O (stereo not given)	14.2	-3.0	-6.2	-0.2	-1.7	2.1	2.6	-0.1	7.8
CN(C(=O)Nc1ccc(Cl)cc1)c1c2c(nn1C)CCCC2	-0.2	0.3	1.1	-0.2	-5.1	5.0	-16.4	6.0	10.5
Cc1cc(C)n(-c2ccc(C(=O)OCC(=O)N(CC(C)C)C3CCS(=O)(=O)C3)cc2)n1 (stereo not given)	2.4	-0.2	4.8	2.5	2.3	·	0.6	4.2	14.8
O=S(=O)(NCC1CCCO1)c1ccc2oc3ccc(S(=O)(=O)NCC4CCCO4)cc3c2c1 (stereo not given)	-12.0	-2.0	-5.1	0.5	-2.0	32.9	-3.3	-2.3	8.8
O=C(CCS(=O)(=O)c1ccccc1)Nc1nc2c(s1)CCCC2	2.0	-0.1	-2.1	-2.7	1.1	-0.2	0.5	4.5	8.6
CC(C)(C)OC(=O)NCCC(=O)N/N=C/c1cccc2nccnc12	-1.9	9.3*	-7.4	2.1	0.2	-1.6	-5.0	-2.5	3.7
COc1cc(C(=O)Nc2ccc(Oc3ncnc4sc(-c5ccccc5)cc34)cc2)cc(OC)c1OC	5.5	-1.0	-0.5	-6.9	0.7	-5.1	-0.9	0.0	8.2
COc1ccc(-c2nc3cnccn3c2NC(C)(C)CC(C)(C)C)cc1O	18.5	-2.4	-7.7	3.0	-0.5	-23.1	-2.8	-5.1	2.1
N#C/C(=N/Nc1ccccc1[N+](=O)[O-])C(N)=S	15.6	0.4	-11.1	-0.9	12.2	1.0	-0.4	-1.8	3.2
COc1ccc(C(C)(C)C)cc1NC(=O)C1C2C=CC(C2)C1C(=O)O (stereo not given)	-0.1	-2.6	-4.7	4.9	4.0	64.6	-1.6	2.9	10.9
COc1ccc(C(=O)Nc2cc(Cl)cc(Cl)c2)c(OC)n1	3.3	0.7	-22.9	1.2	7.6	2.0	-1.0	6.0	0.4
COc1ccccc1C(=O)Nc1ccc(S(=O)(=O)N2CCCC2)cc1	-0.1	-1.6	-7.0	-4.3	-0.6	-0.3	-5.6	-11.5	-23.8
C=CCn1c(SC(C)C(=O)NCc2ccc3c(c2)OCO3)nc2scc(-c3ccccc3)c2c1=O (stereo not given)	0.6	2.6	2.7	-3.5	-3.7	-2.7[fluorescence artefact?]	1.0	5.1	4.2
Oc1ccc(Nc2nc(-c3ccc(O)cc3)cs2)cc1	1.1	-0.3	-1.0	2.1	5.9	0.5	-36.5	-6.5	15.9
COc1cc(C(=O)OCC(=O)NCc2ccco2)cc(OC)c1OC	-2.1	-0.5	-0.5	3.3	0.6	-9.5	-1.4	-1.8	9.3
CCOc1ncccc1C(=O)OCC(=O)Nc1ccc(C(N)=O)cc1	-6.7	0.1	3.5	-0.3	0.3	1.4	41.5*	14.2	44.8*
CC1=C(/C=N/Nc2ccc([N+](=O)[O-])cc2[N+](=O)[O-])C(C)(C)CCC1	-1.0	1.6	-7.6	-0.6	-8.1	-21.1	-15.1	4.7	14.4
COc1ccc(CCNC(=O)Cn2nnc(-c3ccc(OC)c(OC)c3)n2)cc1OC	-6.0	-2.2	-4.9	·	·	-6.9	6.1	-0.6	10.9
COC(=O)CSc1cc(SCC(=O)OC)c(C#N)c(SCC(=O)OC)c1	4.6	0.1	3.1	1.8	1.5	4.7[fluorescence artefact?]	-7.2	-1.2	5.7
Cc1occc1-c1nnc(SCC(=O)Nc2nccs2)n1Cc1ccco1	3.8	0.0	-1.9	-2.7	4.6	5.1	-5.4	-2.2	7.2
NC(=O)c1cc2ccccc2o/c1=N\NC(=O)c1ccncc1	19.0	-1.8	-18.1	2.3	-2.0	2.9	-5.6	-10.7	3.9
COc1cc2c(cc1NC(=O)c1ccc(C)c([N+](=O)[O-])c1)oc1ccccc12	6.3	-3.3	-4.1	-4.0	0.7	-10.3[fluorescence artefact?]	-9.9	0.9	10.2

(further entries)
SMILES	Hck-Nef inh	Wee1 stabilizer	thrombin 1536	Runt-SMMHC FRET	Runt-CBFb FRET	14-3-3 Bad inh	KLK5 inh	FXIa inh	FXIIa inh
CCOC(=O)C1CC(=O)c2cc(OC)c(OC)cc2C1 (stereo not given)	15.5	2.5	-1.2	2.3	0.4	-2.0	-1.2	10.9	8.0
N#CCc1c(C#N)c(N)nc(N2CCCC(O)C2)c1C#N (stereo not given)	27.1	-0.4	-0.6	-4.4	-5.1	-4.1	-2.5	-1.1	3.6
O=C(NCc1ccncc1)c1ccc(Br)o1	-0.2	2.6	0.0	1.3	-1.5	7.9	3.1	34.8	41.2*
CCOc1ccc(N2CC(C(=O)Nc3c(C)n(C)n(-c4ccccc4)c3=O)CC2=O)cc1 (stereo not given)	19.6	-4.1	·	2.3	2.1	-2.8	-4.2	-4.0	5.2
COCCCn1c(=O)cc(C)[nH]c1=S	3.8	-1.6	-4.8	2.3	-1.3	15.9	-3.6	-0.5	4.5
Cc1cc(C)n(/N=C/c2ccc(C(C)C)cc2)c(=O)c1C#N	3.1	0.4	-4.8	-4.0	-1.7	14.9	-9.8	0.4	9.6
Cc1ccc(NC(=O)CNCC2CCCCC2)cc1S(=O)(=O)N(C)C	3.3	-1.9	-5.2	-0.9	-1.3	42.7	26.3	-12.9	1.8
CC1Cc2ccccc2N1S(=O)(=O)c1ccc2c(c1)n(C)c(=O)c(=O)n2C (stereo not given)	0.8	0.2	4.2	3.7	1.5	-8.1	-9.5	-3.9	14.7
CN(C)S(=O)(=O)Nc1ccc(Oc2ccccc2)cc1	-9.1	0.9	2.1	3.0	0.0	0.6	5.1	4.1	18.5
O=C(Nc1ccc(Cl)cc1)OCCn1nnnc1C(c1ccccc1Cl)N1CCOCC1 (stereo not given)	1.8	-1.3	-1.4	-6.3	·	24.2	-7.3	-0.1	10.2
CCC(=O)c1ccc(-c2ccccc2)cc1	1.4	4.7	-4.6	-2.3	-1.7	2.3	-5.0	4.8	7.0
O=C(CCCNc1ccccc1)N/N=C/c1cccs1	22.4	-3.8	-8.4	-4.3	3.0	-18.1	7.8	-0.5	1.1
O=C(NCc1cccnc1)c1cccnc1-c1nc2ccccc2s1	-1.4	1.3	-3.8	2.5	2.0	0.1[fluorescence artefact?]	-1.1	-5.9	-2.0
CCn1c(NCc2cc(Cl)ccc2O)nc2ccccc21	14.7	5.1	0.9	0.9	5.4	2.9	2.9	1.3	10.6
C=CCn1c(=S)[nH]c2sc3c(c2c1=O)CCC3	5.9	1.4	0.5	12.2	13.6	9.0[fluorescence artefact?]	-10.7	2.5	15.9
CCN1CCN(C(=O)CN(C)S(=O)(=O)c2ccc(OC)c(C)c2)CC1	-2.1	-0.3	5.4	-1.9	-1.9	-8.1[fluorescence artefact?]	-5.8	0.8	19.1
CN(CCC#N)C(=S)Nc1ccc(F)cc1	-7.8	-1.7	14.4	-3.4	3.3	1.4	6.1	4.1	27.2
CCOC(=O)CN(C(=O)COc1nc(C)cc(C)c1C#N)c1ccc(F)cc1	5.0	-0.9	11.6	0.0	-0.3	-2.4	23.4	0.8	20.0
COc1ccc(/C=C(/NC(=O)c2ccc(OC)c(OC)c2)C(=O)NCCc2c[nH]c3ccccc23)cc1	1.8	2.5	-1.4	0.7	1.8	-9.6	0.8	4.0	2.6
Cc1noc(C)c1COc1ccc(C(=O)OCC(=O)NC2CCCCC2C)cc1 (stereo not given)	1.1	0.0	19.7	0.1	-3.4	7.1	42.6*	6.4	10.2
CC(C)N(C)CCOC(=O)/C=C/c1ccccc1	0.2	-1.2	6.1	4.4	-2.4	23.7	40.6*	-3.7	14.9
CCCCOC(=O)C1CN(c2ccccc2)N=C1C(C)=O (stereo not given)	2.2	2.0	-6.0	-30.2	-11.2	-0.4	5.8	1.3	7.4
CC1(C)CC(=O)C2=C(C1)N(c1ccc(Cl)cc1)C(=O)C2(O)C(F)(F)F (stereo not given)	4.5	-3.6	-2.4	-0.1	0.8	6.5	-2.9	8.7	7.5

Some of these compounds in order of SMILES length, low to high:
SMILES	Hck-Nef inh	Wee1 stabilizer	thrombin 1536	Runt-SMMHC FRET	Runt-CBFb FRET	14-3-3 Bad inh	KLK5 inh	FXIa inh	FXIIa inh
CCC(=O)c1ccc(-c2ccccc2)cc1	1.4	4.7	-4.6	-2.3	-1.7	2.3	-5.0	4.8	7.0
O=C(CCCNc1ccccc1)N/N=C/c1cccs1	22.4	-3.8	-8.4	-4.3	3.0	-18.1	7.8	-0.5	1.1
CCn1c(NCc2cc(Cl)ccc2O)nc2ccccc21	14.7	5.1	0.9	0.9	5.4	2.9	2.9	1.3	10.6
CCCCOC(=O)C1CN(c2ccccc2)N=C1C(C)=O (stereo not given)	2.2	2.0	-6.0	-30.2	-11.2	-0.4	5.8	1.3	7.4
Cc1ccc(NC(=O)CNCC2CCCCC2)cc1S(=O)(=O)N(C)C	3.3	-1.9	-5.2	-0.9	-1.3	42.7	26.3	-12.9	1.8
Cc1noc(C)c1COc1ccc(C(=O)OCC(=O)NC2CCCCC2C)cc1 (stereo not given)	1.1	0.0	19.7	0.1	-3.4	7.1	42.6*	6.4	10.2
CCN1CCN(C(=O)CN(C)S(=O)(=O)c2ccc(OC)c(C)c2)CC1	-2.1	-0.3	5.4	-1.9	-1.9	-8.1[fluorescence artefact?]	-5.8	0.8	19.1
O=C(Nc1ccc(Cl)cc1)OCCn1nnnc1C(c1ccccc1Cl)N1CCOCC1 (stereo not given)	1.8	-1.3	-1.4	-6.3	·	24.2	-7.3	-0.1	10.2
CC1(C)CC(=O)C2=C(C1)N(c1ccc(Cl)cc1)C(=O)C2(O)C(F)(F)F (stereo not given)	4.5	-3.6	-2.4	-0.1	0.8	6.5	-2.9	8.7	7.5
COc1ccc(/C=C(/NC(=O)c2ccc(OC)c(OC)c2)C(=O)NCCc2c[nH]c3ccccc23)cc1	1.8	2.5	-1.4	0.7	1.8	-9.6	0.8	4.0	2.6
